Bcl-xL primary: Bcl-xL (human) inhibition | Q07817 | GST-Bcl-xL / FITC-Bim BH3 peptide fluorescence polarization | inhibition, % at 10.9 µM | hit rate 0.7% among 320,000;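 active = inhibition above the mean of all tested compounds plus 3 SD, cutoff set per campaign, cut at about 30% in these data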;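 note: 0% = DMSO wells and 100% = unlabeled Bim-BH3 peptide competitor; inhibitors lower millipolarization by displacing the labeled peptide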
EBNA-1 inh: blocks EBNA-1 binding to DNA; EBNA-1 DNA binding, fluorescence polarization; inhibition, % at 14.8 µM; hit rate 0.34% among 300,000; AID 1950; in the data active = inhibition above about 28%
MEX-5 binding: C. elegans MEX-5 TCR-2 RNA binding activity; activity score (negative = inhibition of binding), % at 10 µM; Q9XUB2; hit rate 0.38% among 300,000; AID 1832; MEX-5/FITC-TCR2 RNA binding, fluorescence polarization; hits give low values;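 active = inhibition past about -25% in most replicates, and total fluorescence under double the plate's negative control median, limit read from the data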;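 note: 0% = DMSO and -100% = 5 µM competing unlabeled TCR2 RNA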
Yeast superoxide: caloric restriction mimetics inhibiting age-related superoxide in yeast | S. cerevisiae aged cells, superoxide DHE fluorescence; hits give low values | superoxide response (% of plate mean), % at 10 µM | hit rate 0.18% among 330,000;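 active = superoxide response under a set limit, about three screen SD below normal, cut at about 65% in these data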;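 note: yeast aged for seven days with compound at 30 °C before DHE staining; 100% = average MFI of all compound-treated wells on the plate with controls excluded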
GLD-1 TGE inh: GLD-1-TGE RNA interaction inhibition (C. elegans) | Q17339 | purified GLD-1 + fluorescein TGE RNA, fluorescence polarization | inhibition, % at 5.96 µM | hit rate 0.44% among 320,000 | AID 2280;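 active = percent inhibition above a per-plate cutoff, the plate mean of test compounds plus 3 SD, cut at about 30% in these data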;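 note: 0% = DMSO wells with GLD-1 and probe and 100% = wells lacking GLD-1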
Target sequence (Q17339 whole entry, looked up): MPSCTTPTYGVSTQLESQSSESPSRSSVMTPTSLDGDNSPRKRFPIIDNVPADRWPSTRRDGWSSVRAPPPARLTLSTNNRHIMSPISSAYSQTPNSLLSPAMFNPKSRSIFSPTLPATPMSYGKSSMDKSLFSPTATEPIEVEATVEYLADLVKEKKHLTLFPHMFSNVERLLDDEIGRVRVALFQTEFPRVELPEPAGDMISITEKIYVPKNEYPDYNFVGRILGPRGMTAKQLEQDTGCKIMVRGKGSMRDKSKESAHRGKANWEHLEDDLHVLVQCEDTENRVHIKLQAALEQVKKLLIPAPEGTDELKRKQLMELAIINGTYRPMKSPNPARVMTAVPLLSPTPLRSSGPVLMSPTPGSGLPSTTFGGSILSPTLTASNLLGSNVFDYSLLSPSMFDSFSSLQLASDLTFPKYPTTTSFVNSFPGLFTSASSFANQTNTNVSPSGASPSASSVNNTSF
MCL1-BIM inh: disrupts human MCL1 binding to BIM-BH3 peptide; inhibition, % at 10.9 µM; GST-MCL1 / FITC-Bim-BH3 fluorescence polarization; Q07820; AID 2057; hit rate 0.68% among 320,000;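 active = inhibition above the mean inhibition of all tested compounds plus 3 SD, set per campaign, cut at about 40% in these data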;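 note: 0% = DMSO wells and 100% = unlabeled Bim-BH3 peptide control; higher means more loss of mP so more displacement of Bim peptide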
Target sequence (Q07820 whole entry, looked up): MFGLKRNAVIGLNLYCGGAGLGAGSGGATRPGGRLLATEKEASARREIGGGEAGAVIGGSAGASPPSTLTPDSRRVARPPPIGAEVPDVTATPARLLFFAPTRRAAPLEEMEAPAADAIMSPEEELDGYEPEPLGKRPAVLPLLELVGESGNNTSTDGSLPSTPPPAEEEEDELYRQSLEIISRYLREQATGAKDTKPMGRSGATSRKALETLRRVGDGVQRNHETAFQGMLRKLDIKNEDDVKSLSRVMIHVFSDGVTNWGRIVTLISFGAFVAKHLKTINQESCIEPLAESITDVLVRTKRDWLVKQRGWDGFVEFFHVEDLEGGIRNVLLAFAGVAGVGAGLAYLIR
ZTA DNA inh: counter-screen for EBNA-1 inhibitors: inhibitors of Epstein-Barr virus ZTA. ZTA-DNA binding, fluorescence polarization. inhibition, % at 11 µM. hit rate 0.15% among 320,000. AID 2234; in the data active = inhibition above about 33%
Target sequence (P03206 whole entry, looked up): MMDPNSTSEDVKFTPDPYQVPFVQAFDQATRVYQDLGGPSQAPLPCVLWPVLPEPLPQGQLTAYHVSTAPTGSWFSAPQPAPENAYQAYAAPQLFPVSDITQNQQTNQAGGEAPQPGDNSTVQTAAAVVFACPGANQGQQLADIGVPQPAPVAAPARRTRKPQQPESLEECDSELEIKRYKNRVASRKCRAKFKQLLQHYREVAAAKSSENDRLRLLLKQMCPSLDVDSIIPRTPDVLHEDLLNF
Fam108B inh: Fam108B inhibition, counter-screen for RBBP9 inhibitors. recombinant Fam108B, FP-Rh probe fluorescence polarization. inhibition, % at 9.51 µM. hit rate 0.33% among 300,000. AID 1947;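 active = inhibition above the screen mean inhibition plus 3 SD, computed separately per campaign, cut at about 18% in these data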;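 note: inhibitors lower polarization as less probe binds the enzyme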
Efflux pump inh: antifungal efflux pump inhibition, Nile Red retention; S. cerevisiae Candida pump triplex; inhibition, % at 10 µM; hit rate 0.44% among 330,000; AID 485275;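 active = plate passing quality check with inhibition over a set limit, or well fluorescence over plate mean plus 4 SD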;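 note: Nile Red retained in pooled yeast measured as flow cytometry median fluorescence; 0% = buffer negative control and 100% = Enniatin B positive control; higher means more Nile Red kept so more efflux inhibition; some compounds called inactive have numbers as strong as hits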
* marks the source's active call; other numbers are inactive results; . = no result given.

SMILES	Bcl-xL primary	EBNA-1 inh	MEX-5 binding	Yeast superoxide	GLD-1 TGE inh	MCL1-BIM inh	ZTA DNA inh	Fam108B inh	Efflux pump inh
CC1(OC(=O)c2cccs2)C(=O)C=C2C=C(c3ccc(C#N)cc3)OC=C2C1=O (stereo not drawn)	4	0	-20	113	6	3	-3	6	0.0
COC(=O)CN1C(=O)[C@H]2[C@@H](c3ccc(C)o3)N3C(=O)CN(Cc4ccccn4)C(=O)[C@@]3(C)[C@H]2C1=O	5	6	1.6	88	10	8	-16	3	0.0
CC1CCN(S(=O)(=O)c2cn(CC(=O)N3CCN(c4cccc(C(F)(F)F)c4)CC3)cn2)CC1	0	-4	-2.0	111	-2	-3	-7	-4	0.2
COc1cc(CNCCNCC(C)O)ccc1OCc1ccc(Cl)nc1 (stereo not drawn)	5	6	-4.2	91	4	6	-1	1	-0.1
COc1ccccc1NC(=S)NC(=O)c1ccc(Cn2cc(Br)cn2)cc1	6	3	1.9	86	6	0	0	2	0.1
CN(CCO)c1nc(N)c2c(N)nc3c(c2c1C#N)CC(=O)N3Cc1cccs1	36*	4	2.3	101	-1	41*	9	17	0.0
CCn1nc(C(=O)Nc2nc3ccc(C)cc3s2)c2ccccc2c1=O	-2	4	-4.1	89	2	-2	-2	-4	-0.1
CCN(CC)C(=O)C1CCCN(C/C=C/c2ccccc2)C1 (stereo not drawn)	1	-10	2.8	93	-5	9	-8	1	0.1
COc1ccc(C(=O)NC2CC2)cc1OC1CCN(Cc2cc(C)cc(C)c2)CC1	3	-2	1.6	107	8	-1	0	2	0.5
CCC1(c2ccc(F)cc2)NC(=O)NC1=O (stereo not drawn)	3	8	-0.6	101	1	-1	5	0	0.0
COCCN1CC(O)=C(c2nc3ccccc3c(=O)[nH]2)C1=N	11	-1	-2.1	106	-19	1	4	1	-0.2
CC(=O)c1ccc(OCCn2cnc3ccccc32)cc1	0	8	0.3	88	1	-5	8	5	-0.1
COc1cc(-c2noc(C)c2C#CC2(O)CCCCC2)cc(OC)c1OC	-1	3	-0.6	105	0	-2	-5	-13	-0.1
CN1CCN(NS(=O)(=O)c2ccc(Cl)cc2)CC1	1	0	4.1	107	-4	6	2	-4	-0.1
CCN(CC(=O)Nc1cc(C)nn1-c1nc(C)cc(C)n1)Cc1ccccc1	-7	-23	1.4	118	-12	-10	-2	0	0.3
Oc1cccc2c(-c3nn[nH]n3)ccnc12	2	.	.	92	-4	4	-7	.	-0.2
Cc1cccc(C(C)C)c1NC(=O)c1cccnc1	2	-22	2.1	107	3	4	1	-2	0.0
COC(=O)C1=CN(c2ccc(F)cc2)C=C(C(=O)OC)C1c1ccc(O)cc1	0	20	-0.3	93	-2	3	2	-3	0.0
O=C(NCc1nc(-c2ccccc2)no1)c1cccs1	-2	-2	2.2	109	-5	-1	-2	-2	0.2
COc1ccc(-c2cn3cccnc3n2)cc1NC(=O)c1cc(OC)c(OC)c(OC)c1	6	11	0.3	109	-3	4	8	-2	0.2
COc1cc(OC)c(C2N(c3ccccn3)C(=O)C3CCCN32)cc1OC (stereo not drawn)	-1	-11	2.1	100	6	14	-5	2	0.0
CCOc1c([N+](=O)[O-])cc2c(C)c(C(=O)N3CCN(C)CC3)oc2c1OCC	4	3	2.1	97	3	-3	4	1	0.0
CC(C)(C)OC(=O)N/N=C/c1cc(N=Nc2ccccc2)ccc1O	0	-5	1.6	107	3	3	-7	8	0.0
Cc1cc(Cl)ccc1OCC(=O)OCC(=O)Nc1cccnc1Cl	0	.	.	154	1	2	-1	.	0.0
CC1CCc2nn(CC(=O)N3CCc4ccccc43)cc2C1 (stereo not drawn)	0	6	-1.3	99	2	-3	9	-1	0.0
O=C(NCc1nc(-c2ccccc2)no1)c1ccc2c(c1)OCO2	-4	-7	-2.6	89	0	1	3	1	0.1
CCc1ccc2nc(Nc3nc(COC)cc(=O)[nH]3)nc(C)c2c1	6	8	10	94	4	8	1	5	0.0
CN(C)c1cc[n+](CC(=O)Nc2ccc(Cl)c([N+](=O)[O-])c2)cc1	2	4	1.9	104	3	2	-9	0	-0.2
COC(=O)c1ccccc1NC(=O)COC(=O)CSCC(=O)N1CCOCC1	1	-6	1.2	103	14	1	8	0	0.1
CCCc1cc(C(=O)N(C)CC(=O)Nc2ccc(OCC)c(OCC)c2)sc1C	-2	-6	0.1	112	6	7	-9	1	0.1
CCOc1ccc(Br)cc1S(=O)(=O)NCc1ccc(S(N)(=O)=O)cc1	2	3	-1.0	105	6	-3	-17	-1	0.0
O=C1NCCCc2c1oc1cc(Br)c(O)c(Br)c21	17	5	-0.8	106	9	18	14	0	-0.2
O=C(c1cn(Cc2ccccc2)nc1-c1ccc(Cl)cc1)N1CCN(c2ccccn2)CC1	2	.	.	105	12	2	11	.	-0.5
CCCNC(=O)C(Cc1ccc(I)cc1)NC(=O)c1ccc2ccccc2n1 (stereo not drawn)	4	.	.	106	7	3	11	.	-0.2
CCCc1c(O)c2ccccc2n(-c2ccccc2)c1=O	6	-3	-0.9	102	-4	0	-1	-2	0.0
CCOc1ccc(N2CC(C(=O)NC3CCCC3)CC2=O)cc1 (stereo not drawn)	2	3	-1.1	103	3	-1	-4	-4	-0.1
O=C(CN1CCCCCC1)Nc1ccc(S(=O)(=O)N2CCOCC2)cc1	1	-5	-3.1	102	-5	1	1	1	0.1
Cc1cc(N2CCOCC2)c(F)cc1C(=O)c1ccccc1	0	7	-2.4	93	-2	4	4	-4	0.0
CC(C)c1nnc(SCC(=O)NCc2ccc3c(c2)OCO3)n1C	3	-6	0.3	92	-6	10	-2	-1	0.0
COc1ccc(NCC(=O)Nc2ccccc2C#N)cc1Cl	2	-1	-1.4	88	2	-3	-19	-2	-0.1
O=C(O)c1cc(S(=O)(=O)N(Cc2ccccc2)c2ccccc2)ccc1Cl	4	-8	0.4	91	-2	-2	-1	-3	0.1
O=S(=O)(NCc1ccccc1Br)c1ccccc1Br	-2	.	.	87	0	0	-5	.	0.5
Cc1ccc(C(=O)CSc2nnc(-c3ccccc3)o2)cc1	4	3	1.9	92	0	11	-13	-3	0.0
COC(=O)c1sccc1NC(=O)CC1C(=O)NCCN1C(=O)Nc1cc(Cl)ccc1OC (stereo not drawn)	4	-9	-0.7	95	-6	4	-10	-2	-0.2
CN1CCc2c(sc3c2c(=O)n(-c2ccccc2)c2nnc(SCc4ccc(Cl)cc4)n32)C1	5	9	-0.6	105	-6	2	12	5	0.1
O=c1oc(-c2ccc(Cl)c(Cl)c2)nn1-c1ccc(C(F)(F)F)cn1	7	3	-0.9	107	2	1	6	4	-0.1
COc1ccc(N(CC(=O)N2CCc3ccccc3C2)S(C)(=O)=O)cc1	1	14	0.2	103	-9	2	4	-5	0.2
CCC(C)(C)NC(=O)CN(C(=O)c1snc(C(N)=O)c1N)c1ccc(OC)c(OC)c1	-1	8	.	106	1	1	-3	6	0.0
CCOC(=O)C1=C(c2ccccc2)O/C(=C(/C#N)C(F)(F)F)S1	3	-1	-0.1	97	4	1	17	-8	-0.1
COc1ccccc1NC(=O)CSc1nnc(CNC(=O)COc2ccc(Cl)cc2)o1	-8	-9	1.3	100	6	-3	-3	4	-0.1
(further entries)
SMILES	Bcl-xL primary	EBNA-1 inh	MEX-5 binding	Yeast superoxide	GLD-1 TGE inh	MCL1-BIM inh	ZTA DNA inh	Fam108B inh	Efflux pump inh
Cc1ccccc1N(CC(=O)NCC1CCCO1)C(=O)CCC(=O)Nc1nccs1 (stereo not drawn)	0	-6	0.0	93	2	6	0	-4	0.1
Cc1cccc(C)c1OCc1nnc(SCC(=O)NCCc2ccccc2)o1	7	-4	-0.4	114	6	7	-16	-2	0.0
O=c1cc(CN2CCN(Cc3ccccc3)CC2)c2cc(O)ccc2o1	1	-14	-1.6	107	-8	3	10	-3	0.0
COc1cccc(CNc2ccc([N+](=O)[O-])c(NCC(=O)O)n2)c1	8	-7	-2.4	103	2	2	-18	-2	0.1
Cc1noc(C)c1S(=O)(=O)N1CCCC(C(=O)NCCc2ccc(Cl)cc2)C1 (stereo not drawn)	-8	-2	-0.8	114	1	-13	5	-1	-0.1
CC(C)Cn1cc(C(=O)N2CCOCC2)c2c3ccccc3n(C)c2c1=O	3	-7	0.6	102	1	3	2	-3	0.0
CCN1CCN(Cc2ccc(NC(=O)c3ccc(C)c(NC(=O)c4cccc5[nH]ccc45)c3)cc2C(F)(F)F)CC1	0	6	-1.4	111	1	1	6	-2	-0.1
COc1ccc(Cc2nnc(SCC(=O)NCc3ccco3)o2)cc1	4	3	-0.6	93	2	3	19	-1	0.0
CCOCCc1nnc(NC(=O)CS(=O)(=O)Cc2ccccc2)s1	4	1	0.5	95	3	3	-8	-3	-0.1
O=C(CCc1ccccc1)Nc1nnc(-c2ccccn2)o1	-2	6	1.8	95	4	-4	-6	6	-0.1
CCOC(=O)NC(=O)/C(C#N)=C\c1ccccc1	8	4	0.8	115	1	9	7	-3	-0.1
CC(=O)c1ccc(-n2nnnc2SCC(=O)N2CCN(C(=O)c3ccco3)CC2)cc1	6	6	-0.8	107	1	6	6	-1	-0.1
O=C(O)CSc1nnc(-c2ccc3c(c2)OCO3)n1-c1ccccc1	-4	-3	1.3	93	-3	-2	-33	3	-0.1
O=C(CN1CCN(c2ccc([N+](=O)[O-])cc2)CC1)Nc1ccccn1	2	-4	0.9	60*	1	1	-1	-1	0.5
CC1C(=O)Nc2ccc(S(=O)(=O)N3CCCCCC3)cc21 (stereo not drawn)	2	.	.	93	1	1	-11	.	0.0
CCc1noc(C)c1C(=O)Nc1ccc(F)c(F)c1F	-3	10	2.2	80	-9	-2	-6	1	0.1
COC(=O)c1nnn(CC(=O)NC(=O)Nc2ccccc2)c1C(=O)OC	3	8	2.6	94	3	6	-4	-3	-0.1
O=C(CCN1C(=O)c2cccc3cccc(c23)C1=O)N1CCOCC1	4	6	0.0	96	2	3	-4	6	0.0
CCS(=O)(=O)c1nc(S(=O)(=O)c2ccc(C)cc2)c(N2CCC(C)CC2)s1	-2	-22	1.1	111	-70	1	0	3	0.5
O=Cc1ccccc1OCCOc1ccccc1C=O	1	1	1.7	106	-3	1	6	0	0.0
CCN(CC)c1nc(-c2cccc(OC)c2O)nc2ccccc12	3	3	0.0	94	-5	5	-4	4	0.0
CN(CCCNC(=O)c1nn(C)c2c1CS(=O)(=O)c1ccccc1-2)Cc1ccccc1	1	-2	1.0	113	-3	-1	10	-5	-0.1
COc1cc(Cl)c(S(=O)(=O)n2cnc(C)c2)cc1Cl	3	5	1.0	97	0	4	-5	-3	0.0
COCc1[nH]nc2c1C(C1C=CCCC1)C(C#N)=C(N)O2 (stereo not drawn)	6	-1	-6.4	89	1	0	-14	7	0.0
COc1ccc(-c2cc3ccccc3n2CC(O)CNCCO)cc1 (stereo not drawn)	13	-28	-1.2	84	3	19	-1	5	0.3
CCCC(=O)N1CCN(S(=O)(=O)c2cc(Cl)ccc2OC)CC1	9	5	0.0	101	3	6	5	6	-0.1
CCOC(=O)Cn1c(=NC(=O)C(C)(C)C)sc2cc([N+](=O)[O-])ccc21	1	6	0.2	102	2	-5	22	4	0.0
CN1CCN(S(=O)(=O)c2cc([N+](=O)[O-])ccc2Cl)CC1	1	6	1.4	117	-2	-3	18	-1	0.1
Cc1ccc(OCC(=O)N2CCN(C(=O)c3cccs3)CC2)cc1	2	-19	-0.2	92	4	1	7	-2	0.0

Reprinted from the listing, 2 compounds:
SMILES	Bcl-xL primary	EBNA-1 inh	MEX-5 binding	Yeast superoxide	GLD-1 TGE inh	MCL1-BIM inh	ZTA DNA inh	Fam108B inh	Efflux pump inh
COc1ccc(-c2cc3ccccc3n2CC(O)CNCCO)cc1 (stereo not drawn)	13	-28	-1.2	84	3	19	-1	5	0.3
CCCC(=O)N1CCN(S(=O)(=O)c2cc(Cl)ccc2OC)CC1	9	5	0.0	101	3	6	5	6	-0.1

Screening results from PubChem.
